# Screening data (PubChem BioAssay)
# BLM inh: Bloom syndrome helicase (human) inhibition. hit rate 0.2% among 350,000. Potency, µM (titrated, usually from 56.1 µM), for the others: top-dose activity change, negative = inhibition, actives largely listed as inhibitors. recombinant BLM DNA unwinding, fluorescence dequenching;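 also: potency is read from the fitted curve at half-maximal effect; plate controls were vehicle for no effect and no enzyme for full effect; nearly all actives have a fitted effect of over 35% in size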
# RXFP1 antag: antagonists of human relaxin receptor RXFP1; hit rate 0.59% among 350,000; activity change, negative = inhibition, % at 57.5 µM; AID 1259400; Q9HBX9; HEK293-RXFP1, relaxin-stimulated cAMP HTRF, 30 min; stronger effect = lower value;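 active = activity change of -60% or lower, but not beyond a set lower limit; inconclusive = change between -60% and -40%, or beyond the set limit; inactive = change above -40%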; also: % is scaled to controls: 0 for no effect and ±100 for the full control effect
# Tb PGK inh: T. brucei PGK inhibition; hit rate 0.043% among 380,000; Potency, µM (top dose mostly 57.5 µM), for inactives: at the highest dose activity change, negative = inhibition, hits mostly inhibitors; PGK/GAPDH coupled, Kinase-Glo luminescence, 60 min; P07378; AID 602233; also: potency is read from the fitted curve at half-maximal effect; % is scaled to controls: 0 for no effect and ±100 for the full control effect; nearly all actives have a fitted effect of over 60% in size
#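 Recombinant glycosomal PGK reaction used 1,3-bisphosphoglycerate generated in-well by GAPDH (100nM final) in 100mM TEA pH 7.6, 5mM MgCl2, 0.01% Tween-20. After 60 minutes at room temperature, ATP was read by Kinase-Glo Plus luminescence end-point.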
# Pol beta inh: DNA polymerase beta (human) inhibition; P06746; Pol beta primer extension/strand displacement, fluorescence kinetic; Potency, µM (top dose mostly 114 µM), without a hit: at the top dose activity change, negative = inhibition, usual class: inhibitors; hit rate 1.3% among 340,000; AID 485314; also: potency is read from the fitted curve at half-maximal effect; % is scaled to controls: 0 for no effect and ±100 for the full control effect
#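 Values derive from four-parameter Hill fits of normalized kinetic data: reads at 0 and 10 min following addition of 50 nM substrate to 10 nM Pol beta preincubated 15 min with compound.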
# APEX1 inh: blocks human APE1 abasic DNA cleavage; P27695; recombinant APE1, TAMRA/BHQ-2 abasic DNA cleavage fluorescence; Potency, µM (top dose mostly 65.8 µM), inactives show top-dose activity change, negative = inhibition, most hits filed as inhibitors; hit rate 0.35% among 350,000; AID 2517;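 also: potency is read from the fitted curve at half-maximal effect; plate controls were vehicle for no effect and reference inhibitor for full effect; nearly all actives have a fitted effect of over 55% in size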
#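 Measures dequenching upon AP-site incision of a 5'-TAMRA/3'-BHQ-2 THF-containing duplex, 50 nM; human APE1 0.75 nM after 15 min room-temperature exposure to compound; kinetic three-point read at one-minute spacing.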
# POLI inh: inhibitors of human DNA polymerase iota; Q9UNA4; Pol iota fluorescent replication assay, 10 min; Potency, µM (doses to about 115 µM), for inactives: at the top dose activity, negative = inhibition, most hits filed as inhibitors; hit rate 1% among 390,000; also: potency is read from the fitted curve at half-maximal effect
#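 Fluorescent replication assay read twice, at 0 min and 10 min after adding 50 nM (final) substrate. Enzyme (10 nM) and compounds were first incubated 15 min at room temperature; enzyme-free buffer wells were negative controls.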
# Pol eta inh: DNA polymerase eta (human) inhibition; Potency, µM (series often up to 114 µM), inactives show at the highest dose activity change, negative = inhibition, usual class: inhibitors; hit rate 1.2% among 390,000; recombinant Pol eta, fluorescent DNA replication assay; Q9Y253; also: potency is read from the fitted curve at half-maximal effect; % is scaled to controls: 0 for no effect and ±100 for the full control effect
#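 Pol eta (10 nM) was preincubated with compounds for 15 min at room temperature, after which fluorescent replication substrate (50 nM final) was added to start the reaction. Fluorescence was read kinetically at 0 and 10 min.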
# Anesthetic bind: candidate novel general anesthetic via apoferritin binding; hit rate 0.074% among 350,000; Potency, µM (series often up to 77.5 µM), for the others: at the top dose activity change, negative = displacement, usual class: inhibitors; apoferritin/1-aminoanthracene competitive binding, fluorescence; AID 485281; also: potency is read from the fitted curve at half-maximal effect; % is scaled to controls: 0 for no effect and ±100 for the full control effect; nearly all actives have a fitted effect of over 20% in size
# Target sequence (P02791 2-175 limits assumed): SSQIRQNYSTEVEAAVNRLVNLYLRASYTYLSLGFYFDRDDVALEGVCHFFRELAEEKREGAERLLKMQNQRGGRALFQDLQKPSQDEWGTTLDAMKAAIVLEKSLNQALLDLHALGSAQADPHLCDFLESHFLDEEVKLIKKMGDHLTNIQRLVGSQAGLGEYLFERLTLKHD
#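 Concentration-response curves derived by four-parameter Hill fitting of normalized fluorescence, where compounds displaced 1-AMA from 10 uM horse apoferritin following a brief 10 min room-temperature incubation; propofol titration acted as positive control.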
# Pol kappa inh: inhibitors of human DNA polymerase kappa | purified Pol kappa, fluorescent DNA synthesis assay, 10 min | Potency, µM (doses to about 107 µM), for inactives: at the highest dose activity, negative = inhibition, usual class: inhibitors | hit rate 0.53% among 400,000 | AID 588579; also: potency is read from the fitted curve at half-maximal effect; % is scaled to controls: 0 for no effect and ±100 for the full control effect
# Target sequence (Q9UBT6 whole entry, looked up): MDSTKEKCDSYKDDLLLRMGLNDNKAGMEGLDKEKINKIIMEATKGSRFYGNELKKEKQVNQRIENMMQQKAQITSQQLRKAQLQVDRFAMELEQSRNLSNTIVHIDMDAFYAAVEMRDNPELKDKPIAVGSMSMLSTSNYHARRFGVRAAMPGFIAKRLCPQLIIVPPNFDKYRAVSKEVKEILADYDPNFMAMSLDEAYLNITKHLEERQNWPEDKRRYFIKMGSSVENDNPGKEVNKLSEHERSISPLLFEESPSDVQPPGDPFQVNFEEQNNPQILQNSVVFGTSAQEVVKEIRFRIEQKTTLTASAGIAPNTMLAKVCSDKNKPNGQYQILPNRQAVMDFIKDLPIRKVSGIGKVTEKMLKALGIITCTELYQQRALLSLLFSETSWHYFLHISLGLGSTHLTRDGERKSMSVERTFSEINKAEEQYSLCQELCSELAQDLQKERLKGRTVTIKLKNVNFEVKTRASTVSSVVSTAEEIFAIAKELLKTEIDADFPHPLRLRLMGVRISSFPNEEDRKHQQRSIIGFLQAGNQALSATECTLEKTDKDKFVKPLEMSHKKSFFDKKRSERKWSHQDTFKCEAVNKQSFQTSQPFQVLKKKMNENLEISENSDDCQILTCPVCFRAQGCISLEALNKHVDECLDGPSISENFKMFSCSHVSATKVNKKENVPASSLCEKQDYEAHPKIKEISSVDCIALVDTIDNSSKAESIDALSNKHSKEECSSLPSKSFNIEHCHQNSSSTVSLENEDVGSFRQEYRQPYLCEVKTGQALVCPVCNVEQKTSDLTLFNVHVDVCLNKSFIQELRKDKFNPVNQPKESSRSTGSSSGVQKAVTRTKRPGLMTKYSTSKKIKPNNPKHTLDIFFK
#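 10 nM Pol kappa was preincubated with compounds for 15 min at room temperature. Reaction started with 50 nM (final) substrate. Fluorescence read kinetically at 0 and 10 min.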
# * hit, by the source's call; i = inactive; ? = inconclusive; nt = not tested or not shown; [ ] = remark or other dose. Unless noted, calls follow the shape of the dose curve; as a rule, active = well fitted curve in the direction sought with a large enough effect; inconclusive = small, poorly fitted or top-dose-only effect, or another doubt; inactive = no such curve, though single readings can be large; an effect the other way counts as inactive or inconclusive.
SMILES,BLM inh,RXFP1 antag,Tb PGK inh,Pol beta inh,APEX1 inh,POLI inh,Pol eta inh,Anesthetic bind,Pol kappa inh
C/C=C/c1ccc(OCC(=O)OCc2csc(CC(=O)Nc3ccccc3C)n2)c(OC)c1,-3.7%,0.7,0.8%,?,-15.9%,1.9%,-4.8%,-15.4%,-14.6%
COc1ccc(C(=O)N2CCN=C2SCc2cccnc2)c(OC)c1,-2.1%,nt,-2.7%,15.0%,-2.6%,-0.1%,-1.8%,?,-10.4%
CCOC(=O)N1CCN(C(=O)c2cnc3n(c2=O)CCS3)CC1,-2.2%,-11.0,0.1%,1.0%,-0.4%,22.7%,-1.5%,-7.5%,-4.4%
CC1CC(C)CN(S(=O)(=O)c2cccc(C(=O)N3CCN(c4ccc(F)cc4)CC3)c2)C1 (stereo not drawn),nt,-8.7,i,nt,-4.4%,4.3%,-17.0%,nt,-6.2%
C/C(=C\C(=O)c1ccccc1)Nc1ccc(O)cc1,-11.7%,-3.9,-4.1%,7.6%,-8.0%,27.0%,-17.1%,-20.8%,-7.1%
Cc1ccc(CCNC(=O)c2c(C)oc3ncn(CC(C)C)c(=O)c23)cc1,-2.9%,nt,16.4%,-26.8%,nt,-5.6%,-0.7%,61.8%[activator],-7.6%
O=C(Nc1c(F)cc(F)cc1Br)c1cc(S(=O)(=O)N2CCN(c3ccccn3)CC2)ccc1F,-4.1%,-2.2,-4.8%,0.8%,-6.4%,?,-17.9%,-8.8%,-16.2%
Cc1ccccc1N1CC(O)(c2cccs2)[N+]2=C1CCCC2 (stereo not drawn),0.4%,3.3,26.1%,11.3%,0.0%,57.2%[activator],5.5%,-1.7%,0.0%
O=C(NCc1ccco1)c1ccccc1NS(=O)(=O)c1ccc2c(c1)OCCO2,-5.3%,-1.6,0.3%,35.6%,-4.3%,?,?,-14.2%,-15.5%
CCCCNC(=O)COC(=O)CNC(=O)c1cc(Cl)cc([N+](=O)[O-])c1,0.5%,-9.4,3.6%,22.4%,-11.3%,140.0%[activator],-16.9%,-7.9%,1.2%
COc1ccccc1OCC(=O)N1CCCC(Nc2ccc(F)c(F)c2)C1 (stereo not drawn),-3.7%,-15.3,-4.1%,?,12.5%,28.9%,-27.6%,-13.5%,-0.6%
Cc1cc(C)c2c(=O)c3c(oc2c1)C(=O)N(Cc1ccc(F)cc1)C3c1cccc(O)c1 (stereo not drawn),-11.9%,-30.3,nt,-21.2%,nt,3.2%,nt,?,-3.3%
Cc1cc(C)c(N2C(=O)C3C4CC(=O)C(c5ccccc54)C3C2=O)c(C)c1 (stereo not drawn),-2.2%,-4.6,i,33.6%,-13.8%,40.5%[activator],-5.1%,4.4%,12.3%
C=CCNC(=S)NNC(=O)c1cccnc1,-0.4%,-4.3,i,?,2.9%,65.2%[activator],-7.9%,-3.8%,5.0%
O=C(Nc1cccc2nsnc12)c1ccc(-c2cccc(Cl)c2)o1,-18.4%,-21.6,-9.5%,?,-0.1%,?,?,-15.9%,-0.1%
Cc1nn(-c2ccccc2)c2sc(-c3nnc(SCC(=O)O)o3)cc12,-0.3%,-1.6,-8.9%,-11.1%,?,-15.6%,89.1µM*,4.3%,-6.3%[60.1 µM]
Cc1cccc(N=Nc2c(N)n[nH]c2-c2ccc(Cl)cc2)c1,-7.7%,8.9,-2.4%,20.2%,?,?,-3.8%,?,-0.2%
COc1ccc(NC(=O)CCC2CCCC2)cc1OC,-2.7%,-4.6,-10.7%,14.5%,0.6%,12.9%,-18.9%,?,-7.9%
O=C(N/N=C/c1cccc([N+](=O)[O-])c1)C1COc2ccccc2O1 (stereo not drawn),-2.8%,-3.7,i,18.5%,-10.2%,21.6%,-12.1%,-7.4%,-2.6%
COC(=O)c1ccc(NC(=O)C2C3CCC(C3)C2C(=O)O)cc1 (stereo not drawn),-4.9%,1.7,-1.8%,51.6%,28.5%,0.6%,-5.1%,?,-16.1%
O=C(CSc1nc2ccccc2c2c1CCCC2)N1CCOCC1,-2.9%,-16.4,3.6%,1.8%,24.0%,1.6%,-10.1%,7.0%,-11.5%
COc1ccc(F)cc1CN1CCN(C(=O)CCC(=O)Nc2nnc(C(C)C)s2)CC1,-6.0%,-5.4,-8.7%,11.4%,10.1%,1.1%,-7.3%,-13.3%,8.2%
CSc1ccc(-c2nc(CSCC(=O)NC3CC3)c(C)o2)cc1,-0.9%,-10.8,-6.7%,42.6%,26.3%,-25.2%,-13.7%,3.7%,-10.8%
Cc1cccc(C(=O)N/N=C/c2cc(Br)c(Br)o2)c1,-2.5%,-11.2,-5.4%,-9.2%,0.9%,-1.4%,-10.6%,-8.9%,-20.9%
CCCCCOc1ccc(C(=O)CCC(=O)NC(C)c2ccc(S(N)(=O)=O)cc2)cc1 (stereo not drawn),nt,-1.0,10.2%,nt,-2.2%,42.4%[activator],-17.9%,nt,-11.1%

# Three entries out of the list above, sorted by the number in Pol kappa inh, rising:
compound	Pol kappa inh
Cc1ccc(CCNC(=O)c2c(C)oc3ncn(CC(C)C)c(=O)c23)cc1	-7.6%
Cc1cccc(N=Nc2c(N)n[nH]c2-c2ccc(Cl)cc2)c1	-0.2%
C=CCNC(=S)NNC(=O)c1cccnc1	5.0%

# Remaining list, next part:
SMILES,BLM inh,RXFP1 antag,Tb PGK inh,Pol beta inh,APEX1 inh,POLI inh,Pol eta inh,Anesthetic bind,Pol kappa inh
COc1ccc(-n2ccc(=O)c(C(=O)O)n2)cc1,-1.7%,-4.5,-4.7%,11.4%,34.7%,-23.3%,-1.1%,-0.7%,-3.3%
Cc1onc(C(=O)Nc2sc3c(c2C#N)CCCC3)c1[N+](=O)[O-],-3.2%,-3.3,-0.6%,-1.1%,-1.4%,9.5%,-27.3%,?,1.2%
Cc1cc(=O)[nH]c2c(C)cc(S(=O)(=O)N3CCCCC3)cc12,-3.3%,2.1,i,-1.5%,7.9%,4.2%,7.4%,0.4%,4.6%
Cc1ccc(S(=O)(=O)c2[nH]c(-c3ccccc3)nc2SCCC(=O)O)cc1,-0.9%,-14.8,-6.0%,-27.4%,nt,6.4%,-22.2%,-4.4%,-3.8%
Cc1ccc(NCc2ccc(Cl)nc2)c(NCc2ccc(Cl)nc2)c1,-1.7%,-7.7,1.4%,-1.4%,-1.3%,2.0%,-20.6%,-12.7%,-1.1%
O=C(NCc1nnc(SCC(=O)N2CCc3ccccc32)o1)c1cccs1,-9.1%,-32.9,i,0.7%,3.7%,41.7%[activator],-5.6%,-9.0%,-9.2%
N#Cc1ccc(Oc2cccc(C(=O)O)c2)cc1C#N,-5.2%,-1.2,6.5%,35.4%,1.2%,6.9%,-11.4%,-4.9%,-1.2%
Cc1ccc(OCCC(=O)OC(C)C(=O)Nc2c(C)n(C)n(-c3ccccc3)c2=O)cc1 (stereo not drawn),nt,-5.8,-4.7%,nt,5.6%,6.3%,-2.6%,nt,0.3%
COc1ccc2nc3n(c(=O)c2c1)-c1ccc(Cl)cc1C(=O)NC3Cc1ccc(O)cc1 (stereo not drawn),nt,nt,6.4%,nt,nt,4.8%,-8.4%,nt,-13.1%
O=C1Nc2cc(C(=O)NCCCN3CCCC3)ccc2S/C1=C\c1ccccc1,-12.6%,-6.9,-5.4%,-23.6%,6.6%,23.0%,?,-12.4%,1.9%
Cc1ccc(OCc2cc(C(=O)N3CCN(CC(=O)NC(C)C)CC3)no2)cn1,-3.7%,3.9,12.9%,1.5%,6.2%,32.5%[activator],-12.9%,-7.6%,1.6%
O=C(OCc1nc2ccccc2[n+]([O-])c1C(=O)c1ccccc1)c1cccnc1,-7.2%,-0.8,i,18.5%,-0.1%,-18.9%[58.9 µM],-19.1%,5.3%,-1.7%
N/C(=N\OC(=O)c1ccccc1)c1ccccn1,-2.9%,-4.0,?,20.5%,18.9%,8.7%,-19.1%,-10.1%,-1.1%
CCS(=O)(=O)Nc1ccc2c(c1)OCO2,-1.7%,7.4,5.2%,5.6%,1.9%,62.3%[activator],9.7%,-8.3%,-14.8%
CN(C)CCNc1nc2c(c(=O)[nH]c(=O)n2C)n1CCOc1ccccc1,1.8%,4.6,-2.7%,38.0%,3.1%,-5.2%,0.0%,8.6%,-15.3%[60.1 µM]
Cc1ccccc1CC1(CO)CCCN(C(=O)c2ccc(F)cc2)C1 (stereo not drawn),-0.1%,-0.8,-1.4%,4.0%,5.5%,8.0%,-25.9%,-7.5%,4.7%
Cc1nc2ccc(C(=O)N(C)CC3CCCN(CCc4ccc(Cl)cc4)C3)cc2[nH]1 (stereo not drawn),3.1%,4.9,-8.7%,4.0%,3.1%,-2.2%,-16.4%,-6.2%,8.9%
CCCOc1ccc(C(=O)CCC(=O)OCC(=O)Nc2ccc(Oc3ccccc3)cc2)cc1,2.9%,nt,nt,-2.6%[57.1 µM],-2.1%,nt,nt,-0.7%,nt
Cn1c(=O)n(Cc2ccccc2)c(=O)c2c1nc1n2CCS1,-0.8%,-5.1,i,8.5%,-0.4%,5.9%,3.4%,-12.7%,-1.2%
CC(C)[C@H](NC(=O)[C@@H]1Cc2c([nH]c3ccccc23)C2c3ccccc3C(=O)N21)C(=O)NCC1CCCO1 (stereo partly drawn),-2.0%,nt,i,-21.1%,12.6%,0.0%,-5.1%,-10.7%,-1.8%
Cc1occc1C(=O)NCCCc1ccccc1,-2.5%,-8.9,i,?,0.2%,-11.8%,?,-9.6%,4.2%
Cc1cccc(-c2n[nH]c(=S)n2/N=C/c2ccco2)c1,-1.4%,10.6,i,-1.3%,-7.8%,18.3%,19.8%,-3.8%,2.1%
CCCCn1c(=N)n(CC(O)COc2cccc(C)c2)c2ccccc21 (stereo not drawn),3.4%,-4.3,-0.4%,25.9%,-2.5%,-2.3%,-23.1%,-18.3%,-14.7%
c1ccc(Cn2ncc3c2ncn2c(-c4ccncc4)nnc32)cc1,2.4%,nt,nt,3.7%,-3.0%,nt,nt,-8.6%,nt

# This is a subset; count on the stated rates, not on these rows.
